High-throughput results: PubChem BioAssay, several laboratories
AID2073: disruptors of CaV2.2 binding to Mint1 – biochemical, HTRF (AID 2073); inhibition, % at 20 µM; hits with a dose series show IC50 in µM; HTRF protein-protein interaction, Mint1-CaV2.2; higher % means a stronger effect; 0.19% of 290,000 active; in the data active = inhibition mostly above about 51%, no sharp cut-off; inconclusive = no clear call, values can overlap the other calls; inactive = mostly below about 53%; note: some results filed as inactive read as strong as hits
West Nile virus CPE: inhibition of WNV-induced cytopathic effect – cell-based, CPE readout (AID 1621). 0.02% of 290,000 active. CPE inhibition, % at 10 µM; hits with a dose series show IC50 in µM. West Nile virus-infected cells, CPE inhibition; higher % means a stronger effect; in the data active = a potency from the dose series; inconclusive = CPE inhibition mostly from about 3.7% at the one dose, without a potency; inactive = the rest, 99 in 100 with CPE inhibition below about 2.2%; note: strong numbers were not always called active
Dengue-2 NS5 capping: Dengue-2 NS5 methyltransferase inhibitors, primary screen, biochemical, confirmation dose response (AID 588689); Dengue-2 NS5 methyltransferase capping enzyme assay, biochemical; higher % means a stronger effect; one-dose inhibition, % at 25 µM; IC50 in µM for titrated hits; 0.3% of 340,000 active; in the data active = a potency from the dose series; inconclusive = inhibition above about 29% without an active follow-up result
RSV CPE inhibition: RSV antiviral activity via CPE protection, HEp-2 cells, primary 10 µM value included (AID 2391) | 0.13% of 310,000 active | CPE inhibition, % at 10 µM, or IC50 in µM where a hit was titrated | HEp-2 cells, RSV-induced CPE inhibition; higher % means a stronger effect; in the data active = a potency from the dose series; inconclusive = CPE inhibition mostly from about 23% at the one dose, without a potency; inactive = the rest, 99 in 100 with CPE inhibition below about 21%; note: strong numbers were not always called active
SV40 large T antigen: TAg ATPase/helicase activity blockers – biochemical (AID 1903) | SV40 large T antigen ATPase/helicase inhibition assay; higher % means a stronger effect | one-dose inhibition, % at 20 µM; IC50 in µM for titrated hits | 0.39% of 310,000 active; in the data active = a potency from the dose series; inconclusive = inhibition mostly from about 32% at the one dose, without a potency; inactive = the rest, 99 in 100 with inhibition below about 32%; note: strong numbers were not always called active
NTR1 ag: NTR1-driven beta-arrestin-GFP spot formation – imaging, U2OS cells, high content, primary screen (AID 493036). agonist mode. activation, % at 20 µM. P30989. 0.17% of 330,000 active;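 active = activation at or above 40% of the spot to cytoplasm intensity ratio, with at least 20 cells analyzed; inconclusive = wells under 20 cells, flagged as cytotoxic or low count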;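 note: 0% = DMSO without peptide and 100% = 100 nM NTR1 peptide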
Target sequence (P30989 whole entry, looked up): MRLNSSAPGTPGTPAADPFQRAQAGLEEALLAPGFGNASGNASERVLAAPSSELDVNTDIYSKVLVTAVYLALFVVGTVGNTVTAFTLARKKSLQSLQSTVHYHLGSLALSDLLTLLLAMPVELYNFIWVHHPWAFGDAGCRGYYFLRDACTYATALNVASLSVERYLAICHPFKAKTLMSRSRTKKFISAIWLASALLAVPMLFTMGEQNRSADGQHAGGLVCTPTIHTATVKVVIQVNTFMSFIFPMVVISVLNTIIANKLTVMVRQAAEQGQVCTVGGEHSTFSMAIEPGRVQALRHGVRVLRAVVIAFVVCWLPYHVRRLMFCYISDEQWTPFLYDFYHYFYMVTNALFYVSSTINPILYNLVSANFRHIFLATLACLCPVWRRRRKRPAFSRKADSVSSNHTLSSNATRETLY
SIAH1 antagonists: blockers of Siah-1 interaction with plectin peptide – biochemical, fluorescence polarization, rhodamine-plectin, uHTS, primary screen (AID 1817) | Siah-1 / rhodamine-plectin peptide fluorescence polarization; higher % means a stronger effect | displacement, % at 20 µM, or IC50 in µM where a hit was titrated | 0.02% of 290,000 active;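 active = displacement of at least 50% at 20 µM, with a fluorescence ratio check between 0.3 and a set limit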;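 note: plate controls were Siah plus tracer with DMSO for no effect and tracer alone without Siah for full effect; strong numbers were not always called active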
MgcRacGAP inhibition: MgcRacGAP GTPase-activating activity inhibitors, confirmation, biochemical, ADP Hunter fluorescence; MgcRacGAP-stimulated Rac1 GTP hydrolysis, ADP Hunter fluorescence; higher % means a stronger effect; GST-tagged Rac1 F28L mutant substrate; one-dose inhibition, % at 30 µM; IC50 in µM for titrated hits; 0.6% of 340,000 active; AID 624330;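 active = first-screen hits whose inhibition reached a set limit at any dose in the follow-up dose series; inconclusive = inhibition above the set first-screen limit but never retested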;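 note: fluorescence reports GDP produced by GAP-driven GTP hydrolysis; strong numbers were not always called active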
K1F lysis inhibition: inhibition of K1F phage lysis, E. coli UTI89, bacterial capsule biogenesis inhibitors, alamar blue (AID 488966); E. coli UTI89 K1F phage lysis, alamar blue, 2 h; higher % means a stronger effect; inhibition, % at 100 µM, or IC50 in µM where a hit was titrated; 0.02% of 340,000 active;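 active = phage lysis inhibition, versus mean bacterial control, above a set limit; inconclusive = no clear call, values can overlap the other calls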;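 note: capsule biogenesis inhibitors block K1F phage lysis so surviving cells raise fluorescence; higher fluorescence means more inhibition of phage lysis; actives were called in the ten point dose series up to 300 µM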
NTR1 ag cell count 20 µM: also measured in NTR1 ag; calls as there; cell count; measured here: cell count, cytotoxicity flag
Dengue-2 NS5 capping pilot replicate: also measured in Dengue-2 NS5 capping; calls as there; inhibition, %; measured here: pilot screen replicate inhibition
Numbers without * were called inactive; ? = inconclusive; nt = no result given; [ ] = remark or other dose. An unsorted share of the library. Share with any hit: about 1.6%.

SMILES | AID2073 | West Nile virus CPE | Dengue-2 NS5 capping | RSV CPE inhibition | SV40 large T antigen | NTR1 ag | NTR1 ag cell count 20 µM | SIAH1 antagonists | MgcRacGAP inhibition | K1F lysis inhibition | others
CC(=O)c1ccc(N2CCN(C(=O)COc3ccccc3F)CC2)c(F)c1 | -6% | -0.5% | -2% | 0.6% | 8% | 4.3 | 53 | -4% | 7% | 5.5%
Cc1ccc(Nc2nc(NCc3ccco3)c3ccccc3n2)cc1 | 27% | 1.8% | -1% | 11% | 4% | 34 | 57 | 0% | 22% | 1.4%
CCOC(=O)C1CCN(C(=O)CN2C(=O)COc3ccc(C(C)(C)C)cc32)CC1 | 20% | 1.3% | -12% | 1.6% | 13% | 0.8 | 59 | 4% | 7% | 0.0%
CCOc1ccc(CC(=O)N/N=C(\C)c2cccnc2)cc1OCC | 11% | -0.6% | -7% | 1.1% | 12% | 0.9 | 51 | 0% | 4% | 0.5%
CC(=O)c1ccc(COC(=O)c2cc3ccccc3oc2=O)cc1 | 8% | -0.8% | -5% | 1.9% | 9% | -0.4 | 56 | 6% | 9% | 0.1%
COc1ccc(NC(=O)C2=C(C)NC(=O)NC2c2cccc(OC)c2OC)c(OC)c1 (stereo not drawn) | 10% | -0.3% | -3% | 0.7% | 2% | 2.0 | 85 | -1% | 5% | 0.0%
COc1cc(S(=O)(=O)N2CC(=O)Nc3ccccc32)ccc1NC(C)=O | 0% | -0.1% | 2% | 1.5% | 6% | 1.6 | 41 | -2% | 8% | 0.1%
Fc1ccc2nc(Nc3nc4cc5c(cc4s3)OCCO5)sc2c1 | -15% | -1.6% | -3% | 8.7% | 13% | 4.7 | 51 | -17% | 6% | 3.2%
Cc1cc(C(=O)COC(=O)c2ccc3c(c2)OCO3)c(C)n1CC1CCCO1 (stereo not drawn) | 12% | -0.8% | -5% | 6.5% | 15% | -0.7 | 56 | 3% | 0% | 0.3%
O=C1N=C(N2CCOCC2)S/C1=C\c1ccc(-c2ccccc2Cl)o1 | 23% | -0.7% | 3% | 5.0% | -1% | 8.6 | 52 | -2% | 7% | 0.4%
COc1cccc(N2[C@@H](CC(C)=O)c3ccc(/C=C/C(C)=O)cc3S2(=O)=O)c1 | nt | ? | -35% | 0.8% | 33% | 3.9 | 101 | nt | 9% | 0.3%
O=c1oc2ccccc2c2[nH]ccc12 | 2% | -0.6% | -2% | 0.9% | 6% | -0.7 | 54 | 1% | 8% | -1.3%
O=C(/C=C/c1ccc(O)c(O)c1)OC1C(O)CC(OC(=O)/C=C/c2ccc(O)c(O)c2)(C(=O)O)CC1O (stereo not drawn) | 7% | -0.6% | -2% | 32µM* | ? | nt | nt | 7% | nt | 1.2%
CCCC(=O)Nc1cc(C)cn(Cc2c(F)cccc2Cl)c1=O | -3% | 0.1% | 5% | 0.7% | 23% | 1.0 | 52 | 3% | 5% | 0.0%
COc1ccccc1C1CC(c2cccc(NS(C)(=O)=O)c2)=NN1S(=O)(=O)c1ccccc1 (stereo not drawn) | 11% | -0.5% | -1% | 9.1% | 3% | -0.2 | 62 | -1% | 10% | 0.3%
Nc1nc(NCc2ccc(Cl)cc2)nc(NCCO)c1[N+](=O)[O-] | 1% | 0.6% | -4% | nt | 13% | -1.0 | 56 | -1% | 5% | -0.5%
COC(=O)c1ccc(CSc2nc(N)cc(N)n2)cc1 | -2% | 0.5% | 3% | 1.2% | 12% | 2.6 | 47 | 5% | 13% | 1.3%
O=C(C1CC1)N1N=C(c2ccccc2)CC1(O)C(F)(F)F (stereo not drawn) | -5% | -0.5% | -1% | 3.2% | 5% | 1.1 | 61 | 6% | 5% | 0.1% | Dengue-2 NS5 capping pilot replicate=-4.0
Cc1ccc(S(=O)(=O)Nn2c(O)c(C=C3N=c4ccccc4=N3)sc2=S)cc1 | 1% | 0.3% | 3% | 22% | 18% | 1.4 | 70 | -5% | 4% | -0.3%
Cc1cc(C)c(S(=O)(=O)N2CCCC(C(=O)NCCC3=CCCCC3)C2)c(C)c1 (stereo not drawn) | -6% | 0.2% | -6% | -1.3% | 8% | 4.1 | 55 | 11% | 1% | -1.2%
CNc1nc(-c2ccc3c(c2)CCN3C(=O)c2ccc(F)cc2)cs1 | 21% | -0.1% | -3% | nt | 30% | nt | nt | 2% | 5% | 1.2%
Cc1cc(NS(=O)(=O)c2ccc(NC(=O)CSc3nnc(-c4ccco4)n3Cc3ccco3)cc2)nc(C)n1 | -4% | 0.6% | -3% | 0.8% | 3% | 0.5 | 62 | 3% | 7% | 1.6%[50 µM]
O=C(CSc1ccc(Cl)cc1)NNC(=O)c1ccncc1 | nt | nt | -3% | nt | nt | -0.7 | 40 | nt | 2% | 0.8%[50 µM]
Cc1ccc(-n2c(-c3ccncc3)nnc2-c2cccs2)cc1 | nt | -0.7% | -7% | 1.3% | nt | 0.9 | 94 | nt | 3% | 0.2% | Dengue-2 NS5 capping pilot replicate=-6.8
CCOC(=O)c1[nH]c2ccc(OCC)cc2c1NC(=O)CN1CCCC(C)C1 (stereo not drawn) | 22% | -0.4% | -1% | -0.2% | 12% | 6.8 | 69 | -6% | 8% | 0.1%
COc1ccc(Cc2nc(-c3ccc(NC(=O)c4cccnc4)cc3)no2)cc1 | 13% | -0.1% | -9% | 12% | 17% | 0.3 | 49 | 5% | 8% | 0.1%
O=C(Nc1ccc2oc(=O)ccc2c1)c1cccnc1Cl | 4% | -0.1% | -3% | -1.2% | 10% | 0.9 | 36 | -2% | 11% | 0.0%
CCOC(=O)/C=C1\CC(=O)Nc2nonc2N1 | 6% | 0.2% | 1% | 1.3% | 7% | 2.6 | 74 | 6% | 4% | 0.6% | Dengue-2 NS5 capping pilot replicate=2.0
Cn1cccc1C(C#N)c1ncc(C(F)(F)F)cc1Cl (stereo not drawn) | 3% | -1.3% | -7% | 4.9% | 2% | 2.6 | 40 | 14% | -5% | 1.5%
CCCn1c(=O)c(C(=O)Nc2c(C)n(C)n(-c3ccccc3)c2=O)c(O)c2ccccc21 | 18% | nt | -3% | 6.5% | nt | 0.3 | 79 | 5% | 8% | 1.7%
O=C(c1ccncc1)N1CCN(C2CCCCC2)CC1 | 1% | 0.0% | -9% | -1.3% | 0% | 0.3 | 47 | 2% | 20% | -1.6%
Cn1c(NC(=O)C[n+]2cc(-c3ccccc3)n3c2CCC3)cc(=O)n(C)c1=O | 1% | -0.2% | -7% | 0.2% | -22% | 2.8 | 60 | 0% | 10% | 2.5%
COc1cc(CNCc2ccncc2)cc(OC)c1OC | -4% | 0.3% | -10% | 0.1% | 3% | -1.0 | 54 | 1% | 8% | -0.2%
c1ccc(-c2cc(-c3ccccc3)on2)cc1 | -2% | -0.1% | -2% | 0.9% | 6% | 2.3 | 52 | 13% | -4% | 2.0%[50 µM]
CCOC(=O)C(NC(=O)c1ccccc1)=C(C)C | -4% | -0.2% | -4% | 0.9% | 14% | -0.4 | 62 | 1% | 3% | 4.3%
Cc1cc(=O)n2[nH]c(N)c(N=Nc3ccccc3F)c2n1 | -9% | -1.2% | 3% | 4.2% | 7% | 1.5 | 36 | -9% | 5% | -0.2%
O=C(Nc1ccc2c(c1)OCO2)c1ccccn1 | nt | nt | -1% | 0.4% | nt | -0.8 | 71 | nt | 9% | 0.6%[50 µM]
CCOC(=O)c1ccc(NC(=O)NNS(=O)(=O)c2cc(OC)ccc2OC)cc1 | 9% | -0.1% | -3% | -0.4% | 12% | -0.1 | 60 | -2% | 4% | 1.1%[50 µM]
O=c1cc(CN2CCN(S(=O)(=O)c3ccccc3)CC2)nc2sccn12 | 17% | 0.7% | -9% | 3.0% | 5% | -0.2 | 79 | 7% | 4% | -1.7%
CCOc1ccc(-c2n[nH]c(C)c2-c2ccccc2OC)c(O)c1 | 0% | 0.2% | -9% | 2.5% | 2% | -0.4 | 77 | -3% | 5% | -1.0%
Cc1noc2ncnc(N3CCCC3)c12 | -42% | 0.4% | -16% | 1.9% | 13% | -0.5 | 46 | -5% | 3% | -0.3%
NS(=O)(=O)c1ccc(CNC(=O)c2scc3c2CCCC3)cc1 | 10% | -0.1% | -2% | 9.9% | 5% | 3.0 | 65 | 11% | 9% | 0.1%
COc1ccc(CSCCNC(=S)Nc2ccccc2)cc1Cl | -6% | -0.8% | -12% | 1.1% | 23% | -1.1 | 60 | 11% | 7% | 0.0%
CC(=NNC(=O)Cn1ccc(C(F)(F)F)n1)c1ccc(-n2ccnc2)cc1 | nt | nt | 7% | nt | nt | 0.6 | 55 | nt | 1% | -1.1%
CCCCOC(=O)c1ccc(NC(C)=O)cc1 | -2% | 2.3% | -4% | 3.2% | 5% | 0.0 | 78 | 7% | 5% | -1.8%[50 µM]
CCC(=O)c1ccc(OCC(=O)Nc2ccccc2N2CCOCC2)cc1 | nt | nt | -6% | 1.5% | nt | -1.7 | 79 | nt | 3% | 0.2%[50 µM]
CC1(C)Cc2ccccc2C(NNC(=O)c2ccccn2)=N1 | 5% | 1.1% | -1% | -0.4% | 15% | -1.9 | 30 | 3% | 11% | -0.4%
COc1ccc(-n2cnc3c(sc4nc(N5CCOCC5)c5c(c43)CCCC5)c2=O)cc1 | 21% | 0.2% | -1% | ? | 8% | 2.9 | 59 | 1% | 3% | -0.1%
